# Screens as filed in PubChem BioAssay.
# SENP8 block-1 = blocks the human protease SENP8; Q96LD8; purified SENP8, Z-RLRGG-aminoluciferin cleavage, luminescence; inhibition, % at 10 µM; 1.2% of 330,000 active; AID 2540; in the data active = inhibition above about 50%
# Target sequence (Q96LD8 whole entry, looked up): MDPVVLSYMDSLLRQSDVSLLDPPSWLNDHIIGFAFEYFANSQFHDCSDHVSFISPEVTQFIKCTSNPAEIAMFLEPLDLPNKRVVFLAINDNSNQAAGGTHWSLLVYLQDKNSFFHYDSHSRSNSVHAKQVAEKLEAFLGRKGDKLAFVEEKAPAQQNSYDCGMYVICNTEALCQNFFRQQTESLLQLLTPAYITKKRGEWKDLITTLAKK
# MIN6 prolif = MIN6 beta-cell proliferation induction. MIN6 cells proliferation, ATPlite luminescence, 48 h; cells starved in 0.2% serum; 100% = growth in 10% serum. proliferation, % at 10 µM. 0.29% of 330,000 active. AID 2380;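 active = compounds whose signal lies at least 3.5 SD above the mean of all wells on their plate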;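 also: 0% = DMSO-treated cells in low-serum medium and 100% = 10% serum control; some compounds called inactive have numbers as strong as hits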
# UBC13 inh = inhibitors of human UBC13 polyubiquitin chain formation | AID 485273 | 0.47% of 330,000 active | inhibition, % at 20 µM | TR-FRET; in the data active = inhibition above about 45%, passing the limit was not always enough
# Target sequence (P61088 whole entry, looked up): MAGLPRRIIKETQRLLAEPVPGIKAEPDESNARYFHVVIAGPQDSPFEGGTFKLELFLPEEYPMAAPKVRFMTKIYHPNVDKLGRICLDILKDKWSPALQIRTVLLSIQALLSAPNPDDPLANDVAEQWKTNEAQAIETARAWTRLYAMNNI
# SENP8 block-2 = inhibitors of human SENP8 protease; 0.64% of 360,000 active; AID 602440; inhibition, % at 20 µM; Q96LD8; recombinant SENP8, Nedd8 substrate fluorescence; in the data active = inhibition mostly above about 40%, no sharp cut-off; inactive = mostly below about 27%
# HKDC1 inhibitor = inhibitors of human hexokinase HKDC1 | Q2TB90 | recombinant HKDC1, G6PDH/diaphorase resazurin coupled fluorescence | inhibition, % at 20 µM | 0.16% of 340,000 active;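 active = inhibition above about 35% when tested at 20 µM, limit read from the data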;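 also: plate controls were DMSO wells with enzyme for no effect and DMSO wells lacking enzyme for full effect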
#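 Incubation: 90 min at room temperature in dark / Material: recombinant HKDC1 (HK5) hexokinase enzyme, produced in-house / Quantity: enzyme 5 µg/mL final / Compound: one dose of 20 µM, 1% DMSO / Reagent: glucose and ATP substrates / Buffer or medium: Tris pH 8.0 buffer with MgCl2, Tween-20, BSA, BME / Technique: resorufin fluorescence at 613 nm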
# SENP7 block = inhibitors of human SENP7 protease. Q9BQF6. recombinant SENP7, Z-RLRGG-aminoluciferin luminescence, 40 min. inhibition, % at 5 µM. 1.5% of 330,000 active. AID 434973;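 active = inhibition above about 50% at the single test dose, limit read from the data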;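 also: plate controls were DMSO with enzyme for no effect and no enzyme buffer wells for full effect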
# Target sequence (Q9BQF6 706-1050 limits assumed): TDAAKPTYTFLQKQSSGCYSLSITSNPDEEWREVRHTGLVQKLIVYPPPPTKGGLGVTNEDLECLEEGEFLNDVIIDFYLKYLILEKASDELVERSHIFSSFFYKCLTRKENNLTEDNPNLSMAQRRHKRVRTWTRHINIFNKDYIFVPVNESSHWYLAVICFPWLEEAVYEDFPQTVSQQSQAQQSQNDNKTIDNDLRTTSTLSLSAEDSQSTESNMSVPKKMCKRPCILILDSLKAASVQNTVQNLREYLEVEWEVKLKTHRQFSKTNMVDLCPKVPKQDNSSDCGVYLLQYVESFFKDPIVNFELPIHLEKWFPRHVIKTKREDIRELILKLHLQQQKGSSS
# SENP6 block = inhibitors of human SENP6 protease; Q9GZR1; Recombinant SENP6 catalytic domain, aminoluciferin luminescence; inhibition, % at 10 µM; 1.8% of 330,000 active;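 active = inhibition above about 50% at the single tested dose, limit read from the data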;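 also: plate controls were DMSO wells with enzyme for no effect and DMSO wells lacking enzyme for full effect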
# SENP1 inh = blocks the human SENP1 SUMO protease catalytic domain; Q9P0U3; recombinant SENP1 catalytic domain, CyPet-SUMO1-YPet FRET cleavage; inhibition, % at 10 µM; 0.21% of 360,000 active; AID 624204;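 active = inhibition at least 30% at 10 µM, raw YFP signal under a set limit, fluorescence ratio 0.5 to 1.5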;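 also: 0% = enzyme with DMSO and 100% = no enzyme wells; some results filed as inactive read as strong as hits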
# Target sequence (Q9P0U3 419-644 limits assumed): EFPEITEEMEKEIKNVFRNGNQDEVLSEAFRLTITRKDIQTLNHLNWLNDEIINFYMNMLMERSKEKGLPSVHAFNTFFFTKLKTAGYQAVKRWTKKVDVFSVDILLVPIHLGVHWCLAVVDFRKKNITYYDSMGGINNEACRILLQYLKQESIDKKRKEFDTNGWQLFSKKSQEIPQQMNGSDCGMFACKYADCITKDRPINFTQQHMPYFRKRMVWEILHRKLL
#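 material = recombinant human SENP1 catalytic domain, His6-tagged | quantity = 20 pM enzyme | reagent = 25 nM SUMO1 FRET substrate | compound dosing = 10 µM single point, 0.5% DMSO | timing = 50 min enzyme reaction, room temperature, light-protected | detection = FRET, CFP and YFP emission | control set = no-enzyme low, enzyme-DMSO high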
# PfGluPho inh = PfG6PD (Plasmodium falciparum) enzyme inhibition; PfGluPho enzyme, NADPH resazurin-diaphorase fluorescence; inhibition, % at 20 µM; 0.78% of 350,000 active; AID 504690;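 active = inhibition reaching at least a set limit at 20 µM in the primary screen, cut at about 59% in these data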;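 also: 0% = DMSO wells with substrate and 100% = DMSO wells lacking glucose-6-phosphate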
# Active calls of the source: *; . = not tested or not shown.
entry	SMILES	SENP8 block-1	MIN6 prolif	UBC13 inh	SENP8 block-2	HKDC1 inhibitor	SENP7 block	SENP6 block	SENP1 inh	PfGluPho inh
1	COC(=O)C[C@H]1c2cc(F)ccc2S(=O)(=O)N1Cc1ccccc1	3	2	0	5	-2	-2	-7	1	14
2	COc1ccc(NC(=O)CSc2nc(O)c(Cc3ccccc3)c(=O)[nH]2)cc1	5	3	13	13	-7	1	6	2	-12
3	Cc1cccc(-c2nc(C#N)c(N3CCC(C)CC3)o2)c1	-4	0	-2	12	-1	-3	0	0	-15
4	CN(c1cccc(NC(=O)CN(c2ccc(Cl)c(Cl)c2)S(=O)(=O)c2ccccc2)c1)S(C)(=O)=O	-7	0	4	0	3	-1	-11	-1	-1
5	OC(COC1CCCCC1)CN1CCN(c2ccccc2)CC1 (stereo not drawn)	-4	-2	10	5	-9	-4	-11	-1	-4
6	CCOc1ccccc1NC(=O)C1CCCCN1S(=O)(=O)c1ccc(F)cc1 (stereo not drawn)	-3	-2	13	6	-6	9	-7	1	21
7	Oc1ccc(C[C@H]2CNC(=S)N2CC2CCCN2C[C@H](Cc2ccc(O)cc2)N2C[C@H](Cc3ccccc3)N(CC3CCCCCC3)C2=S)cc1 (stereo partly drawn)	.	.	.	0	2	.	.	1	1
8	CC(C)(CC(=O)O)CC(=O)Nc1ccc(Oc2ccc(C(C)(C)C)cc2)nc1	4	-2	-6	21	-5	3	18	1	-9
9	Cc1nc(-c2ccccc2)sc1-c1nnc(C2CC2)o1	-1	-3	7	-433	-1	-8	-7	1	0
10	C/C(=N\Nc1nc(N)cc(Cl)n1)c1ccc(F)cc1	-10	-3	-6	7	-5	-5	-25	0	5
11	COc1cccc(N2CCN(C(=O)CC(NC(=O)c3ccccc3)c3ccccc3)CC2)c1 (stereo not drawn)	-3	-4	5	10	-3	5	-21	2	10
12	Cc1c(CN2CCC(CO)(CCOc3ccccc3)CC2)c(=O)n(-c2ccccc2)n1C	9	-2	2	8	-5	4	-13	3	-12
13	O=C(NNC(=O)c1cccnc1)Nc1ccccc1	-2	-4	1	16	10	-4	-14	2	-24
14	CC(C)c1ccc(NS(=O)(=O)c2cccc3cccnc23)cc1	-3	-2	-1	11	-1	5	-6	0	4
15	COc1ccc(CCC(=O)NCc2ccccc2Cl)cc1OC	2	-5	-2	10	-2	6	13	-2	-5
16	COc1cccc(N2CCN(C3CC(=O)N(c4ccc(Cl)c(Cl)c4)C3=O)CC2)c1 (stereo not drawn)	5	-4	-5	9	1	-6	23	-2	17
17	CC(/C=N/n1c(-c2ccccc2)n[nH]c1=S)=C\c1ccco1	-8	-2	-6	3	-5	4	-13	2	30
18	O=Cc1ccc(OCC(=O)Nc2ccccc2-c2ccccc2)cc1	-11	-2	-2	12	-1	-7	3	1	17
19	CCCN=C1N/C(=C\c2ccco2)C(=O)N1c1ccccc1	2	-3	-9	-394	-11	-3	0	-19	12
20	Cc1ccc(-n2nc3c4c(cccc4c2=O)-c2ccccc2-3)cc1	-10	-3	46*	-294	10	-3	-13	0	2
21	CCOC(=O)C1C(O)=CC(=O)CC1c1ccccc1 (stereo not drawn)	0	2	6	16	-7	1	-10	-3	5
22	O=C(CSc1nc2nn(-c3ccccc3)c(=O)c-2c2n1CCCCC2)NCCCc1ccccc1	-8	4	-4	11	0	-3	-12	2	2
23	COC(=O)c1ccc(CN2CCC(n3nccc3NC(=O)C3CC3)CC2)cc1	-4	-4	1	-3	-7	-2	2	1	10
24	Cc1ccccc1C(=O)NC1CCN(CC(=O)Nc2ccccc2)CC1	1	-1	9	8	-3	0	-1	0	-12
25	Cc1cccc(NC(=S)N2CCCC(c3nc4ccccc4[nH]3)C2)c1 (stereo not drawn)	-4	-2	13	8	-9	4	-27	0	12
26	CC(=O)c1ccc(N2CCN(C(=O)c3ccc4c(=O)n(-c5ccccc5)c(=O)[nH]c4c3)CC2)cc1	6	-1	-2	-30	9	2	9	0	3
27	CCC(CC)C(=O)NCc1ccc(Cl)cc1	-4	-2	4	8	-4	7	1	0	2
28	CC(C)(C)C(=O)NC(=S)Nc1ccccn1	-9	-2	-6	10	10	-5	-10	0	-2
29	O=C(N/N=C/c1ccco1)c1cc(Br)ccc1OCc1ccccc1	-9	-1	-2	-7	-8	-8	-13	0	4
30	Cc1ccc(CN2C(=O)CC(Nc3ccc(N4CCOCC4)cc3)C2=O)cc1 (stereo not drawn)	-2	-1	-2	13	-1	3	2	3	5
31	Cc1cccc(NC(=O)CSc2nc(C)c(CC(=O)c3ccc(Br)cc3)c(C)c2C#N)c1C	-2	-6	-5	17	-4	-2	-4	-2	-17
32	COCCNC(=O)C(=O)NNS(=O)(=O)c1ccc(Cl)cc1	2	-1	4	2	-6	1	-2	1	9
33	C/C(=N\NC(=O)c1cccc(S(=O)(=O)N2CCCC2)c1)c1ccc(C)cc1	-6	0	-5	4	6	6	-4	0	-19
34	C/C(=N\NC(=O)c1ccccc1)c1ccc(NC(=O)c2cccs2)cc1	-10	-2	-17	10	4	-3	-8	0	2
35	CCOC(=O)C1=C(COC(=O)/C=C/c2ccc(C)o2)NC(=O)NC1C (stereo not drawn)	0	2	-7	-17	-7	2	0	17	44
36	O=C(Nc1ccccc1N1CCN(C(=O)c2ccc(Cl)cc2)CC1)c1cccnc1	9	0	6	23	8	1	11	5	-7
37	CC(C)C(=O)N(c1ccc2oc(=O)sc2c1)S(=O)(=O)c1cccs1	1	-4	-2	20	-31	-5	7	1	-8
38	CN(C(=O)c1ccc(NC(=O)Cc2ccc(NC(=O)C3CCCN(C(=O)c4ccccc4)C3)cc2)cc1)C1CC1 (stereo not drawn)	-10	1	8	-3	-1	6	1	-1	11
39	CCOC(=O)N1CCN(c2nnnn2-c2ccccc2)CC1	-11	-1	-3	19	-10	-12	-8	0	-7
40	N#Cc1cnn(Cc2ccc(Cl)cc2)c1N	5	-1	0	9	6	6	-4	-3	-2

# Grouped by structure: the entries above with a cyano group
entry	SMILES	SENP8 block-1	MIN6 prolif	UBC13 inh	SENP8 block-2	HKDC1 inhibitor	SENP7 block	SENP6 block	SENP1 inh	PfGluPho inh
3	Cc1cccc(-c2nc(C#N)c(N3CCC(C)CC3)o2)c1	-4	0	-2	12	-1	-3	0	0	-15
31	Cc1cccc(NC(=O)CSc2nc(C)c(CC(=O)c3ccc(Br)cc3)c(C)c2C#N)c1C	-2	-6	-5	17	-4	-2	-4	-2	-17
40	N#Cc1cnn(Cc2ccc(Cl)cc2)c1N	5	-1	0	9	6	6	-4	-3	-2

# Additional records.
entry	SMILES	SENP8 block-1	MIN6 prolif	UBC13 inh	SENP8 block-2	HKDC1 inhibitor	SENP7 block	SENP6 block	SENP1 inh	PfGluPho inh
41	Fc1cccc(Cl)c1CSc1nnc(COc2cccc3cccnc23)o1	2	-2	7	-15	-3	3	-2	-1	12
42	O=C(Nc1nc2ccc3ccccc3c2s1)c1ccc(N2CCCCC2)c([N+](=O)[O-])c1	-4	0	-24	26	1	-1	-7	2	-3
43	COc1ccc(S(=O)(=O)Cc2ccc(C(=O)N3CC(C)CC(C)C3)o2)cc1 (stereo not drawn)	-3	-1	11	12	-2	-2	16	1	2
44	CC1CN(C(=O)[C@@H]2CCCN2S(=O)(=O)c2ccc(Cl)cc2)CC(C)O1 (stereo partly drawn)	.	.	.	13	-3	.	.	0	10
45	COC(=O)c1ccccc1NC(=O)CSc1ncccn1	-9	-1	4	4	-1	4	-17	2	-11
46	Cc1ccc(C(=O)O)cc1NC(=O)c1ccc(Cn2nc(C)c(Cl)c2C)o1	-2	-1	-6	10	-3	1	2	0	-27
47	O=C(CSc1nc2ncc(Cl)cc2[nH]1)N1CCOCC1	-20	-3	-9	-13	-3	-1	-11	-5	3
48	CC1=NN(c2ccc([N+](=O)[O-])cc2)C(=O)C1	.	.	.	71*	0	.	.	0	-19
49	CN(C)C(=O)COc1ccc(Br)cc1	3	-1	-4	8	-10	6	11	-1	-3
50	CN(C)S(=O)(=O)c1ccc2c(c1)c(=O)c(C(=O)N1CCOCC1)cn2C	-6	-2	-9	16	-8	-15	14	2	-12
51	CCOCCCNC(=O)C(NC(=O)CC1NC(=O)NC1=O)c1ccc(Cl)cc1 (stereo not drawn)	-2	3	-5	11	6	-14	-13	-1	-7
52	CC(Oc1ccccc1)C(=O)Nc1ccc(S(=O)(=O)N2CCCC2)cc1 (stereo not drawn)	4	0	-2	6	1	9	2	0	-7
53	CCOC(=O)N1CCC(NC(=O)c2cnc3n(c2=O)CCS3)CC1	1	4	-1	5	-6	2	0	2	1
54	COc1ccc(-c2nnn(Cc3nc(N)nc(N4CCOCC4)n3)n2)cc1OC	-4	-1	10	12	-9	4	-8	-1	-6
55	CC(=O)OCC(=O)NCc1ccc2c(c1)OCO2	4	0	-3	13	-5	1	-16	2	-1
56	COc1ccccc1/C=C/C=c1\sc2nc(=O)c(Cc3ccccc3)nn2c1=O	-3	-2	1	-12	13	-7	-4	-6	1
57	Nc1cc2c(cc1C(=O)c1ccc(Cl)cc1)OCCO2	-2	1	2	16	0	-3	0	1	12
58	Cc1cccn2cc(CCNC(=O)Cc3cccs3)nc12	-2	3	-3	-4	-6	2	-15	-6	11
59	CCOC(=O)c1ccc(N2C(=O)CC(Sc3nnc(C)s3)C2=O)cc1 (stereo not drawn)	-1	-7	11	26	-4	-5	-5	4	-2
60	Cc1ccc(C(=O)NC(Cc2c[nH]c3ccccc23)C(=O)O)o1 (stereo not drawn)	-7	-2	-12	2	4	-10	-10	-2	-12
61	COc1ccccc1-c1noc(-c2cccnc2)n1	-5	-1	-2	-3	0	12	-10	1	-12
62	Brc1cnc2nc(SC/C=C/c3ccccc3)[nH]c2c1	-5	-1	-2	16	3	4	-40	1	-15
63	Cc1cccn2c(=O)nc(SCC(=O)Nc3ccc4c(c3)OCCO4)nc12	-14	-5	-4	18	-10	-11	-19	3	-18
64	CCCN(CC(=O)Nc1ccccc1C)C(=O)c1ccc(C2SCCS2)cc1	3	0	0	13	-3	8	6	3	-16
65	CC(C(=O)Nc1ccc(S(=O)(=O)N2CCCC2)cc1)N(C)CC(=O)Nc1cccc(F)c1 (stereo not drawn)	14	-3	8	4	2	-2	-11	2	5
66	CCN(CC)CCCNC(=O)c1ccc(C)c(NC(=O)C2=C(C)OCCS2)c1	8	-2	5	-1	-3	4	-4	2	7
67	C#CCOCCOCCOCCNc1nc(N2CCN(C(=O)[C@H](CCCCN)n3cc([C@@H](N)CO)nn3)CC2)nc(N2CCN(C(=O)[C@H](Cc3cc4ccccc4[nH]3)n3cc([C@@H](N)Cc4ccc(O)cc4)nn3)CC2)n1	7	-4	106*	.	.	-9	4	.	.
68	COc1ccccc1N1C(=O)CSC1=S	-4	1	0	13	-6	-4	3	2	0
69	Cc1ccc(CNc2cnn(C34CC5CC(CC(C5)C3)C4)c(=O)c2Cl)cc1	-8	-4	0	21	-4	-1	-5	0	-7
70	CS(=O)(=O)N1CCC(Oc2cccc(C(=O)NCCCC3CCCC3)c2)CC1	-2	-7	-2	9	2	6	10	0	-4
71	Oc1c(C=NCc2ccncc2)sc2ccccc12	13	-1	-3	.	5	2	7	.	16
72	CNC(=S)NC(CC(=O)OC)c1ccc2c(c1)OCO2 (stereo not drawn)	2	-2	4	0	-6	1	-2	0	-1
